High-throughput results deposited in PubChem by several laboratories.
PERK inhibitor: human PERK inhibition, primary cell-based screen. Q9NZJ5. CHO PERK-DD fusion, SEAP luminescence translation reporter. inhibition, % at 5.6 µM. 220,000 tested, 0.17% active. AID 1416;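 active means inhibition above the mean inhibition of all tested compounds plus 3 SD, set separately per screening campaign, cut at about 2.9% in these data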;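 further: PERK kinase domain activated by AP20187 dimerizer at 100 nM; 0% = DMSO with dimerizer and 100% = rapamycin at 8.4 µM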
FXIIa inh: blocks human coagulation factor XIIa protease activity. P00748. purified FXIIa, Boc-QGR-AMC fluorogenic substrate, 2 h. inhibition, % at 5 µM. 220,000 tested, 0.3% active. AID 800; in the data active means inhibition above about 40%;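 further: 0% = enzyme with no compound and 100% = blank without enzyme; many of its hits are not listed in these tables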
Wee1 stabilizer: human Wee1 degradation inhibition, primary screen; P30291; HeLa Luc-Wee1K328M stability, luciferase luminescence; 100% = proteasome inhibitor MG132 effect; reporter increase, % at 5 µM; 220,000 tested, 1.2% active;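 active means activation above the mean of all tested compounds plus 3 SD, set per screening run, cut at about 8.8% in these data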;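 further: cells exposed to compound for 20 h before luminescence read; 0% = DMSO alone and 100% = MG132 at 30 µM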
Target sequence (P30291 whole entry K328M): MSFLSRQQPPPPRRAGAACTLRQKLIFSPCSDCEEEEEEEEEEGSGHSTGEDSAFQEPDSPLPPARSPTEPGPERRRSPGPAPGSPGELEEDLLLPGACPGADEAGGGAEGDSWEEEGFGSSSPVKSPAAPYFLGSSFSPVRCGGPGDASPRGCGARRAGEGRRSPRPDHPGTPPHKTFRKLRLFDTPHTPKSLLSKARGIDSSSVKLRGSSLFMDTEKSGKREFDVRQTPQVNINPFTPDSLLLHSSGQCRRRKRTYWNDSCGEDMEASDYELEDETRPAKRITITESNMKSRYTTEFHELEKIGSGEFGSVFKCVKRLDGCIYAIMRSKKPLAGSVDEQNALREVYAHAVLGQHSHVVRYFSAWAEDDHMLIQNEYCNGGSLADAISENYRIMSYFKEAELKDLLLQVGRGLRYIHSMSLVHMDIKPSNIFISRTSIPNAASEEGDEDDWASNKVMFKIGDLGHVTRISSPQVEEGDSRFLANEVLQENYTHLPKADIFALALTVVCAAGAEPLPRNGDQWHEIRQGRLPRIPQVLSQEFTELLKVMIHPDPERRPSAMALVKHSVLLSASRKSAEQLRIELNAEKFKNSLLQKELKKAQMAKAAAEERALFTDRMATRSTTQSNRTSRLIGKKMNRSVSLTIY
Furin inhibitor: inhibitors of human furin; AID 463115; inhibition, % at 30 µM; purified furin, fluorogenic substrate cleavage; P09958; 220,000 tested, 0.061% active; in the data active means inhibition above about 25%; further: inactives centre near -15
p97 ATPase inh: inhibitors of human p97 ATPase; recombinant p97 ATPase, Kinase-Glo ATP luminescence, 3 h; inhibition, % at 8 µM; 220,000 tested, 0.42% active; P55072; AID 1481; in the data active means inhibition above about 15%;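 further: 0% = DMSO vehicle and 100% = wells lacking enzyme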
KCC2 mod: modulators of human KCC2 chloride dependent transport. Q9H2X9. KCC2 cells, thallium flux FluoZin-2 fluorescence. B-score of Tl+ flux slope (higher = more flux/activation; lower = inhibition) at 10 µM. 190,000 tested, 2.2% active;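 active means thallium flux slope and its plate-corrected score both differing from the plate sample mean at a set confidence after two filtering rounds, in either direction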;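 further: slope of fluorescence scaled to starting intensity during 10 to 20 s after thallium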
FXIa inh: factor XIa (human) inhibition. purified FXIa, Boc-Glu-Ala-Arg-AMC fluorogenic substrate. AID 798. 220,000 tested, 0.14% active. P03951. inhibition, % at 5 µM;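 active means inhibition of at least 40%; inactive means inhibition below 40%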;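 further: fluorescence of freed AMC excited at 355 nm; 0% = enzyme without compound and 100% = no enzyme blank; many of its hits are not listed in these tables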
thrombin 1536: inhibitors of human thrombin | AID 1046 | 220,000 tested, 0.26% active | alpha-thrombin, Boc-VPR-AMC fluorogenic substrate cleavage | inhibition, % at 5 µM | P00734;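 active means inhibition at or above 40%; inactive means inhibition below 40%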;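 further: 0% = enzyme with no compound and 100% = wells without enzyme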
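Test system: human alpha-thrombin; medium: pH 7.5 Tris-saline with Tween 20; times: reaction at room temperature; signal: AMC fluorescence at 355 nm excitation and 460 nm emission; also added: Boc-VPR-AMC substrate, 15 µM final; dosing: one concentration per compound, 5 µM, with 0.2% DMSO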
hK5 inh: blocks human kallikrein 5 protease activity. 210,000 tested, 0.59% active. recombinant hK5, fluorogenic AMC substrate cleavage. AID 873. Q9Y337. inhibition, % at 5 µM;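 active means inhibition of 40% or more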;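 further: 0% = enzyme controls without compound and 100% = no-enzyme blanks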
Target sequence (Q9Y337 67-293 limits assumed): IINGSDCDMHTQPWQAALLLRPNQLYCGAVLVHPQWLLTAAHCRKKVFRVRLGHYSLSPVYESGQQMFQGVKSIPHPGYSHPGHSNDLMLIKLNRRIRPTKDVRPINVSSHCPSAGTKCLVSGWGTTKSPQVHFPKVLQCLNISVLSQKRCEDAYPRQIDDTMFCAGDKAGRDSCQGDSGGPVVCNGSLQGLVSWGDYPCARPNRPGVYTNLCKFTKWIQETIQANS
Starred values were filed as active, the others as inactive; . = no result given; [ ] = another dose, or the depositor's remark.

SMILES	PERK inhibitor	FXIIa inh	Wee1 stabilizer	Furin inhibitor	p97 ATPase inh	KCC2 mod	FXIa inh	thrombin 1536	hK5 inh
COC(=O)c1[nH]c2ccc(F)cc2c1NC(=O)Nc1ccc(OC)cc1	1.3	0	-2	-20[20 µM]	1	.	-2	-3	-5
Cc1ccc(SCC(=O)Nc2ccc3c(c2)C(=O)NC3=O)cc1	1.3	5	-4	-25	0	-0.35	-1	3	-7
O=C(NCCc1ccccc1)C1CCN(C(=O)c2sccc2-n2cccc2)CC1	0.2	26	3	-23	3	-0.03	21	0	-6
CCC(C)C(NC(=O)C1CCC(C)CC1)C(=O)NCc1ccccn1 (stereo unspecified)	0.6	14	-1	-17[20 µM]	3	0.13	6	2	-26
CSc1nnc(C(C)(C)C)c(=O)n1/N=C/c1ccc(Cl)cc1	0.5	14	0	-15	5	0.022	5	5	8
C=CCOc1ccccc1CNc1ccccc1C	2.2	15	0	-26	1	1.2	19	2	-9
Cn1nnc2cc(C(=O)NCc3ccc4c(c3)OCO4)ccc21	-0.1	17	-2	0[20 µM]	-5	.	4	-2	4
CC(C)(C)n1cnc(C(N)=O)c1N	0.3	-4	-2	-23	2	0.48	-2	-2	-5
CC(=O)Nc1ccc(C2=NN(C)C(=NCc3ccccc3)SC2)cc1	-0.2	13	3	-10	2	-0.66	0	-1	8
COc1ccc(NC(=S)N2CCC(N(C)CC3CCCO3)CC2)cc1Cl (stereo unspecified)	0.0	14	-4	-15	6	0.15	2	2	-22
CCn1c(=O)cc(C(=O)OC)sc1=Nc1ccc(F)c(F)c1	1.3	15	-2	-19	-2	.	7	0	-4
Cc1cc(O)c(C2=Nc3ccccc3SC(c3ccc(Cl)cc3)C2)c(=O)o1 (stereo unspecified)	0.8	14	-1	-19	0	-0.12	7	5	-6
COCCNS(=O)(=O)c1cccn1-c1ncc(C(F)(F)F)cc1Cl	0.1	10	-2	-15[20 µM]	2	.	3	-4	0
Cc1ccc(/C=N/NC(=O)CN2CCN(Cc3ccccc3Cl)CC2)o1	-1.6	7	-1	-15	-2	0.18	2	-1	-3
CS(=O)(=O)N(CC(=O)N1CCN(c2ccccc2F)CC1)C1CCCCC1	0.2	19	0	-11[20 µM]	3	-1.1	16	3	-12
COc1c(/C=N/Nc2nc(N3CCCCC3)nc(N3CCCCC3)n2)cccc1[N+](=O)[O-]	-0.8	15	2	-5[20 µM]	-2	0.15	0	1	-6
N/C(=N\OC(=O)Oc1ccccc1)c1ccc(Cl)cc1	0.1	16	-2	-16[20 µM]	2	.	1	-2	-8
Cc1cccc(NS(=O)(=O)c2ccc(Br)s2)n1	0.3	5	-2	-22[20 µM]	4	.	-28	-5	6
Cc1cc(=O)oc(C)c1C(=O)Nc1ccc2ncccc2c1	1.2	2	-2	-19[20 µM]	2	.	5	1	-21
CCOC(=O)c1c(CN2CCN(C)CC2)n(-c2ccccc2)c2cc(Br)c(O)cc12	-1.2	3	-2	-26	3	-0.24	1	-4	4
CCN1C(=O)/C(=C2\Sc3ccccc3N2CC)OC1=S	0.2	6	4	-18	0	0.13	2	-4	-8
Cc1ccc(C(=O)Nc2nc(-c3ccccc3)c(-c3ccccc3)o2)cc1	0.0	8	-1	-20	8	31*	3	-5	-60
Cc1ccc(/C=C2\SC(=S)N(C3CCS(=O)(=O)C3)C2=O)o1 (stereo unspecified)	0.5	2	-4	-20	8	0.4	-2	-11	-2
Cc1c(NS(=O)(=O)c2cccc(C(=O)NCc3ccc(Cl)cc3)c2)c(=O)n(-c2ccccc2)n1C	0.2	-1	3	-22[20 µM]	2	-1.3	-6	-8	2

Some of these compounds in order of their number in hK5 inh, high to low.
SMILES	PERK inhibitor	FXIIa inh	Wee1 stabilizer	Furin inhibitor	p97 ATPase inh	KCC2 mod	FXIa inh	thrombin 1536	hK5 inh
Cc1cccc(NS(=O)(=O)c2ccc(Br)s2)n1	0.3	5	-2	-22[20 µM]	4	.	-28	-5	6
Cc1ccc(/C=C2\SC(=S)N(C3CCS(=O)(=O)C3)C2=O)o1 (stereo unspecified)	0.5	2	-4	-20	8	0.4	-2	-11	-2
Cc1ccc(/C=N/NC(=O)CN2CCN(Cc3ccccc3Cl)CC2)o1	-1.6	7	-1	-15	-2	0.18	2	-1	-3
CCn1c(=O)cc(C(=O)OC)sc1=Nc1ccc(F)c(F)c1	1.3	15	-2	-19	-2	.	7	0	-4
N/C(=N\OC(=O)Oc1ccccc1)c1ccc(Cl)cc1	0.1	16	-2	-16[20 µM]	2	.	1	-2	-8
CCC(C)C(NC(=O)C1CCC(C)CC1)C(=O)NCc1ccccn1 (stereo unspecified)	0.6	14	-1	-17[20 µM]	3	0.13	6	2	-26

Further structures:
SMILES	PERK inhibitor	FXIIa inh	Wee1 stabilizer	Furin inhibitor	p97 ATPase inh	KCC2 mod	FXIa inh	thrombin 1536	hK5 inh
CC(=O)NC(CC(=O)NCC(c1ccco1)N(C)C)c1ccccc1 (stereo unspecified)	0.7	.	5	-19	4	.	.	.	.
CSc1nc(-c2ccccc2)c2cc(Cl)ccc2n1	1.4	11	-2	-22	3	0.75	10	-2	-17
CC(=O)Nc1ccc(S(=O)(=O)N2CCCc3ccccc32)cc1	0.0	11	2	-17[20 µM]	-4	.	-7	1	-9
O=C(CCc1ccccc1)OCC(=O)c1ccc([N+](=O)[O-])cc1	1.6	7	-1	-12	0	-0.76	-4	5	-6
Cc1sc2ncnc(N/N=C/c3ccc(O)cc3)c2c1C	-0.8	4	1	4	4	-1.1	4	-7	11
CCOc1ccc2[nH]c(=O)c(CN(CC3COCCO3)C(=O)c3ccc(C)cc3)cc2c1 (stereo unspecified)	-0.6	6	-1	-23	3	-1.6	-3	-4	1
CNc1ncc(C(=O)c2ccc(Br)cc2)s1	0.9	8	3	-10	5	-0.86	7	8	3
CS(=O)(=O)N1N=C(c2ccccc2)CC1c1cccs1 (stereo unspecified)	1.0	12	-4	-33[20 µM]	3	-0.25	3	-4	-6
COc1ccc(-c2cc(C(=O)Nc3cc(OC)c(OC)c(OC)c3)no2)cc1OC	-0.7	28	0	-23	2	-0.49	14	3	-14
CC(C)(C)NC(=O)CN(C(=O)CNS(=O)(=O)c1ccccc1)c1ccc2c(c1)OCCO2	-0.5	30	-1	-19[20 µM]	2	.	24	8	-6
CC1(c2ccccc2)NC(=O)N(NC(=O)CSc2n[nH]c(N)n2)C1=O (stereo unspecified)	0.2	6	1	-23	0	0.087	-1	-6	-3
CN1CCN(C(=O)C2=C[C@@H](c3ccc(C(F)(F)F)cc3)C[C@@H](OCc3ccc(CO)cc3)O2)CC1	0.4	9	4	-25	-3	0.55	0	1	2

A second format for part of the listing above.
Order of results: PERK inhibitor, FXIIa inh, Wee1 stabilizer, Furin inhibitor, p97 ATPase inh, KCC2 mod, FXIa inh, thrombin 1536, hK5 inh
CNc1ncc(C(=O)c2ccc(Br)cc2)s1
 : 0.9, 8, 3, -10, 5, -0.86, 7, 8, 3
O=C(CCc1ccccc1)OCC(=O)c1ccc([N+](=O)[O-])cc1
 : 1.6, 7, -1, -12, 0, -0.76, -4, 5, -6
CC(=O)Nc1ccc(S(=O)(=O)N2CCCc3ccccc32)cc1
 : 0.0, 11, 2, -17[20 µM], -4, ., -7, 1, -9
CN1CCN(C(=O)C2=C[C@@H](c3ccc(C(F)(F)F)cc3)C[C@@H](OCc3ccc(CO)cc3)O2)CC1
 : 0.4, 9, 4, -25, -3, 0.55, 0, 1, 2

(continued)
SMILES	PERK inhibitor	FXIIa inh	Wee1 stabilizer	Furin inhibitor	p97 ATPase inh	KCC2 mod	FXIa inh	thrombin 1536	hK5 inh
COc1ccc(CCNS(=O)(=O)c2ccc3c(c2)OCCO3)cc1OC	0.1	27	-1	-13[20 µM]	0	.	10	24	69*
Nn1c(Cc2cccc3ccccc23)nnc1SCc1c(F)cccc1Cl	-0.1	8	-3	-13	-5	-0.61	25	-1	-11
O=C1CC(N2CCSCC2)C(=O)N1CCc1ccccc1 (stereo unspecified)	0.6	5	1	-4[20 µM]	-2	0.47	6	-6	-14
Nc1ccnn1Cc1cccnc1	1.8	0	0	-12	6	.	-1	-6	5
O=C(CCNC(=O)c1ccccc1)NCC1CCCCC1	0.8	7	-4	-15	-4	0.0057	-4	-18	2
CCOC(=O)N1CCC(N(CCN(C)C)C(=S)Nc2ccccc2C)CC1	0.2	3	-1	-23	4	0.82	-10	-10	-6
CC(=C1C(=O)c2ccccc2C1=O)N1CCN(c2ccc(F)cc2)CC1	0.7	11	1	12	-2	-1.2	4	8	-1
O=C(Nc1ccc2c(c1)OCCO2)c1ccc(Cl)c([N+](=O)[O-])c1	0.3	-4	2	-9	-2	-1.4	-5	-8	-18
CCn1cc(C(=O)Nc2ccccc2)c(=O)c2ccc(C)nc21	0.6	1	-3	-27	5	-0.1	-3	-12	-1
O=C(CSc1cccc[n+]1[O-])c1ccc(-c2ccccc2)cc1	0.5	10	-1	-28	-3	-1	-3	-7	-2
O=C(c1ccc(S(=O)(=O)N2CCCCC2)cc1)N1CCN(c2ccccc2)CC1	0.4	-18	0	-7	1	-0.93	-3	-13	-15
CSc1sc(-c2nnc(SCC(=O)Nc3ccccc3)n2C)c2c1C=CCC2	-1.0	-3	2	-6	-6	0.4	-14	-9	39
COC(=O)NC1CSCC1OC(=O)CCN1C(=O)c2ccccc2C1=O (stereo unspecified)	0.4	11	-2	-13	2	1.4	1	2	-4
Cc1c(N=c2c(=O)c3ccccc3c2=O)c(=O)n(-c2ccccc2)n1C	.	15	.	.	.	.	10	2	-26
CC1CCC/C(=N\NC(=S)Nc2ccccc2)C1 (stereo unspecified)	-1.0	8	-2	-21	4	15*	-3	2	-10
CN1/C(=C/C=N/NC(=O)c2ccc([N+](=O)[O-])cc2)C(C)(C)c2ccccc21	0.1	-2	-1	-7	-7	-3.4	-7	-7	-32
CC(C)C1N(C(N)=S)N=CC1(C)C (stereo unspecified)	0.5	1	2	-24	0	0.088	-18	-8	24
N#CC(C#N)=Cc1ccc(NC(=O)c2ccc(Br)cc2)cc1	0.4	-1	0	-10	11	-0.27	-3	-8	-3
CCOc1ccccc1C1CC(c2ccccc2)Nc2nc(N)nn21 (stereo unspecified)	1.0	4	1	-23	2	.	-7	-9	-45
CC(Oc1ccc(Cl)cc1)/C(N)=N/O (stereo unspecified)	-0.1	6	-2	-24	-2	0.26	-5	-5	-3
COC(=O)c1ccccc1NC(=O)NCc1ccncc1	1.5	5	0	-14	3	-0.94	-1	0	-1
O=C1/C(=C/c2cccnc2)Oc2cc(OS(=O)(=O)c3ccc(F)cc3)ccc21	0.0	7	-3	-15[20 µM]	2	.	-1	-3	1

Arranged by SMILES length (smallest number first): some entries from above.
SMILES	PERK inhibitor	FXIIa inh	Wee1 stabilizer	Furin inhibitor	p97 ATPase inh	KCC2 mod	FXIa inh	thrombin 1536	hK5 inh
Cc1cccc(NS(=O)(=O)c2ccc(Br)s2)n1	0.3	5	-2	-22[20 µM]	4	.	-28	-5	6
COc1ccc(CCNS(=O)(=O)c2ccc3c(c2)OCCO3)cc1OC	0.1	27	-1	-13[20 µM]	0	.	10	24	69*
CCOc1ccc2[nH]c(=O)c(CN(CC3COCCO3)C(=O)c3ccc(C)cc3)cc2c1 (stereo unspecified)	-0.6	6	-1	-23	3	-1.6	-3	-4	1
